SUMO1 PPI mod: alters human SUMO1 binding to SIM partners; SUMO1 binding to a labelled peptide, TR-FRET, 1 h; inhibition, % at 20 µM; P63165; AID 602429; actives 0.33% (n = 360,000); in the data active = inhibition above about 37%
Target sequence (P63165 whole entry, looked up): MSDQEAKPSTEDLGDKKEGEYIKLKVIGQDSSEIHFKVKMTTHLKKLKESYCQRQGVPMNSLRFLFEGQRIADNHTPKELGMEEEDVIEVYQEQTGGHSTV
MsrA inh: bovine MsrA inhibition; purified bovine MsrA, absorbance read-out; inhibition, % at 15.5 µM; actives 0.75% (n = 360,000); AID 651718; in the data active = inhibition above about 4.5%;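 also: 0% = vehicle wells with enzyme and 100% = reference inhibitor wells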
CendR NRP1 mod: alters CendR peptide binding to human NRP-1; actives 0.85% (n = 360,000); FAM-RPARPAR peptide binding to NRP-1, fluorescence polarization; inhibition, % at 25 µM; O14786;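 active = inhibition or corrected inhibition above about 18%, plus a signal ratio from 0.5 to 1.5, limit read from the data, passing the limit was not always enough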; also: strong numbers were not always called active
Tb MetRS inh: blocks T. brucei methionyl-tRNA synthetase activity. actives 0.4% (n = 360,000). purified T. brucei MetRS, ATP depletion, Kinase-Glo luminescence. AID 624268. inhibition, % at 11.9 µM;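 active = inhibition above a per-plate cutoff of the control wells' mean inhibition plus 3 SD, cut at about 5.5% in these data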;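 also: 0% = DMSO wells median and 100% = median of wells with control inhibitor compound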
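Material: T. brucei methionyl-tRNA synthetase, purified; reagent: substrates ATP, L-methionine and bulk Escherichia coli tRNA; dosing: 11.9 µM single point; timing: 15 min plus 2 h at 25 °C; detection: luminescence of leftover ATP; evaluation: % inhibition; control set: DMSO-only wells as low control; replicates: singlicate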
LMPTP inh: LMPTP (human) inhibition | P24666 | recombinant LMPTP-A, OMFP fluorogenic substrate, fluorescence intensity | inhibition, % at 20 µM | actives 0.22% (n = 360,000);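 active = compounds that cut the enzyme signal by at least half of the control window in the single-dose screen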;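 also: plate controls were DMSO wells with enzyme plus substrate for no effect and substrate without enzyme for full effect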
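Test system – LMPTP-A enzyme · Amount – LMPTP-A at 0.625 nM final in the reaction · Buffer or medium – Bis-Tris pH 6.0, DTT, detergent · Reagent – OMFP 400 µM · Doses – single 20 µM dose · Schedule – reaction 50 min, room temperature, dark · Detection – fluorescence intensity of OMFP turnover product · Evaluation – percent inhibition versus substrate-only and uninhibited controls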
DNMT1 block: DNMT1 (human) enzyme inhibition; P26358; DNMT1 molecular beacon, Hinp1I cleavage, fluorescence; inhibition (reported as % activation of signal), % at 10 µM; actives 0.83% (n = 360,000); in the data active = inhibition above about 50%
eLon inh: E. coli protease La inhibition; P0A9M0; actives 0.42% (n = 360,000); inhibition, % at 7.94 µM; purified E. coli Lon protease, fluorescence polarization; in the data active = inhibition above about 13%, passing the limit was not always enough;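 also: 0% = enzyme with probe and DMSO and 100% = no enzyme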
Target sequence (P0A9M0 whole entry, looked up): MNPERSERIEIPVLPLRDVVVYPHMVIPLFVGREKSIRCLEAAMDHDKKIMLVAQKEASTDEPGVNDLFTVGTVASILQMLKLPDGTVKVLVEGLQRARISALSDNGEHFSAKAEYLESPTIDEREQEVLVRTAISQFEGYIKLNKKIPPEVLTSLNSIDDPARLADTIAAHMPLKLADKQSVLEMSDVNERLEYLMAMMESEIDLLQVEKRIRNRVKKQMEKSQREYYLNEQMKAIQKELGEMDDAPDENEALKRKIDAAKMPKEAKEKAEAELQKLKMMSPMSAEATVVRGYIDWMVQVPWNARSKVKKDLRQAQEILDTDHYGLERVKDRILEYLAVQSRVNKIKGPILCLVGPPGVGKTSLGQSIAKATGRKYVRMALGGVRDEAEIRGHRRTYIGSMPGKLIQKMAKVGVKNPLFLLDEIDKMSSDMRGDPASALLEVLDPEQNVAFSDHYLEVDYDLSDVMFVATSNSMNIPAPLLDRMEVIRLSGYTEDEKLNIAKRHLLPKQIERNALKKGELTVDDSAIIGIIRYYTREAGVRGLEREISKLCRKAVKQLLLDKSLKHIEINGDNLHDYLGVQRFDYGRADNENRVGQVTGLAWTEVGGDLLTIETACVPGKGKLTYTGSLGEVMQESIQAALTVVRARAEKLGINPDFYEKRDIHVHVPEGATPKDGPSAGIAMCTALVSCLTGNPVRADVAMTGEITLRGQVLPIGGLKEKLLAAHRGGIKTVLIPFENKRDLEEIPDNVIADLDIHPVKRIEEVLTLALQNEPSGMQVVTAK
Scp1 inh: inhibitors of human Scp-1 phosphatase. Q9GZU7. Recombinant Scp1, phosphopeptide, malachite green phosphate absorbance. inhibition, % at 20 µM. actives 0.88% (n = 340,000). AID 493091;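 active = inhibition above about 50% at 20 µM, limit read from the data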;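 also: plate controls were DMSO wells with enzyme for no effect and wells lacking enzyme for full effect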
Target sequence (Q9GZU7 76-261 limits assumed): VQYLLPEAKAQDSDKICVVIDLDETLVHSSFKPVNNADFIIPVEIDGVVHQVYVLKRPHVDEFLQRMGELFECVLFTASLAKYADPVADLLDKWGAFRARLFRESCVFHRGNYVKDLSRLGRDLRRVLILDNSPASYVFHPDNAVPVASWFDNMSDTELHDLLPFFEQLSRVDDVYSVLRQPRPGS
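Material – SCP-1 phosphatase catalytic domain, residues 76-261 · Buffer or medium – Acidic Tris acetate buffer with magnesium and detergent · Also added – Phospho 17-mer peptide substrate · Compound – single 20 µM dose, 1% DMSO · Times – 45 min room-temperature reaction, 5 min colour, 30 min stabiliser · Technique – Phosphate-binding colour reagent, absorbance read at 630 nm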
MsrA act: bovine methionine sulfoxide reductase A activation. purified bovine MsrA, absorbance read-out. activation, % at 10.6 µM. actives 0.3% (n = 360,000). AID 602163; in the data active = activation above about 7.5%;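 also: 0% = vehicle and 100% = reference activator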
STEP inh: STEP (human) phosphatase inhibition; P54829; recombinant STEP, OMFP fluorogenic substrate, fluorescence; inhibition, % at 20 µM; actives 0.25% (n = 360,000);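 active = inhibition at 20 µM, scaled per plate between control wells, above about 37%, limit read from the data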;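 also: 0% = DMSO with enzyme and substrate and 100% = substrate only without enzyme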
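Assay system: isolated STEP enzyme / Timing: 20 min at room temperature, dark / Doses: 20 µM, 1% DMSO / Technique: fluorescence intensity, excitation 480 nm, emission 540 nm / Reagent: fluorogenic phosphatase substrate OMFP at 25 µM final / Measure: percent inhibition scaled to no-enzyme and uninhibited-enzyme controls, plate-pattern corrected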
* = called active by the depositor; / = no result given.

Scp1 inh	eLon inh	LMPTP inh	SUMO1 PPI mod	MsrA inh	DNMT1 block	CendR NRP1 mod	MsrA act	STEP inh	Tb MetRS inh	compound
/	4.8	17.2	4.7	-0.2	-8.0	-1.3	-0.3	5.3	-0.1	Cc1nc2c(OCc3cc(Cl)cc(Cl)c3)cccn2c1N(C)C(=O)CCC1CCCC1
/	-8.5	-0.9	-2.5	-0.2	-4.8	-0.9	-3.8	1.1	-0.3	O=C(NC(c1ccc(-c2ccccc2)cc1)c1cnccn1)C1CCN(Cc2cccs2)CC1 (stereo unspecified)
/	-3.4	-0.1	-3.2	-1.0	-9.1	29.9*	-6.0	0.1	0.0	COc1ccc(CNc2nn3c(-c4cccc(C(=O)N(C)C)c4)cnc3s2)cc1
-3.8	-5.7	0.5	3.0	-0.2	8.3	9.8	-1.9	-3.5	-0.8	C=C(C)c1ccc(C(C)(C)NC(=O)N(Cc2ccccc2)Cc2ccco2)cc1
-8.3	-8.9	-0.9	4.0	-1.2	0.5	3.7	-0.2	-2.0	0.3	CN(C)c1oc(-c2ccc(Cl)cc2)nc1S(=O)(=O)c1ccccc1
-10.3	3.9	0.4	0.7	-0.5	2.5	-8.7	-2.9	-3.1	0.6	NC(=O)C1=C[C@@H](C2CCCCC2)C[C@@H](OCCCCO)O1
-4.0	9.5	0.3	-20.9	0.3	-1.7	-1.0	-6.2	-0.9	-0.2	O=c1ccc(-c2ccc(S(=O)(=O)NCc3cccc(Br)c3)s2)n[nH]1
0.5	0.5	0.3	-7.4	-0.2	-4.0	3.5	-5.3	-1.7	-0.3	CCOC(=O)c1[nH]c2ccc(Br)cc2c1NC(=O)CNC
-2.4	-1.9	1.4	0.2	0.6	-0.9	12.7	-0.8	1.9	-0.1	COc1ccc(C(=O)NC2CC(C)(C)Cc3c2cnn3-c2ccccc2C)c(OC)c1OC (stereo unspecified)
-2.4	1.7	-0.1	-1.6	1.2	-10.9	-12.1	-5.7	-0.9	1.9	COCCn1c(C)cc(C(=O)CSc2nnc(-c3cccnc3)n2-c2ccccc2F)c1C
5.4	-0.3	-0.9	4.7	0.1	-4.4	-5.5	3.8	0.5	-0.5	COc1ccc(-c2sc(Nc3ccccc3)n[n+]2-c2ccc(F)cc2)c(OC)c1OC
71.5*	4.9	0.9	-20.2	0.7	7.5	10.3	0.9	-0.2	-0.4	Nn1cnnc1N/N=C/c1cc([N+](=O)[O-])c(Cl)cc1Cl
2.4	-5.0	-1.2	-2.6	0.9	-5.6	-4.2	-3.0	2.6	-0.5	CC(=O)Nc1ccc(NC(C)=C(C#N)C#N)cc1
-5.8	5.3	-0.7	-2.2	0.2	-0.9	-6.1	-3.0	-1.6	-0.2	O=C(NCc1ccncc1)C(=O)NCC(c1ccco1)N1CCN(c2ccccc2)CC1 (stereo unspecified)
-5.4	-7.7	-1.3	-28.4	1.4	10.3	4.7	-2.6	-0.7	0.1	C=CCn1c(SCCN2C(=O)c3ccccc3C2=O)nc2scc(-c3ccc(F)cc3)c2c1=O
/	-5.7	-0.5	2.9	0.3	3.1	-6.6	-9.4	-3.5	-0.3	O=C(c1cccc(S(=O)(=O)N2CCOCC2)c1)N1CCN(c2ncccn2)CC1
-0.7	2.1	-1.2	-0.7	0.5	-4.5	6.4	-1.0	0.8	-0.3	CN1C(=O)C(CCC(N)=O)NC1=S (stereo unspecified)
-2.2	0.8	-0.9	-0.5	/	5.8	-5.0	-0.1	-1.8	0.2	C=CCn1c(-c2cc(OC)c(OC)c(OC)c2)n[nH]c1=S
1.7	0.0	-0.6	3.8	0.2	1.6	9.3	-4.9	0.8	-0.5	Cc1noc2ncnc(Oc3ccccc3)c12
-8.3	5.7	0.5	-28.9	0.6	-2.1	4.1	-2.9	2.0	-0.1	CCCN(CCC)C(=O)C1CCN(c2ccc(S(=O)(=O)N3CCOCC3)cc2[N+](=O)[O-])CC1
-2.7	2.4	1.6	-4.7	0.3	-11.9	2.2	-1.3	-1.3	-0.2	Cc1ccc(NNC(=O)C(O)(c2cccc(C(F)(F)F)c2)c2cccc(C(F)(F)F)c2)cc1
0.7	-7.7	-1.4	11.5	0.8	0.1	-4.1	-3.7	-1.4	-0.9	Cn1c(=O)c2c(ncn2CC(=O)OCC(=O)Nc2ccc(Cl)cc2Cl)n(C)c1=O
-9.7	-3.4	-0.3	0.1	-0.4	-1.3	7.3	-0.7	-0.1	-1.4	N#CCCN1CCN(S(=O)(=O)c2ccc(S(=O)(=O)NC3CCCCC3)cc2)CC1
-10.5	1.9	0.0	4.8	0.9	-5.5	-5.9	-3.8	-1.5	-0.1	O=C(CCSCc1ccccc1)Nc1ccc2c(c1)OCCO2
-4.3	-3.4	0.9	-6.7	-1.0	0.4	-0.5	-0.7	0.3	0.3	Cc1ccc(NC(=O)CCc2nnc3ccc(N4CCC5(CC4)OCCO5)nn23)nc1
-4.0	-7.2	1.1	-7.5	1.9	-0.5	11.3	-2.7	1.1	-0.1	Cc1csc(NC(=O)c2oc3ccccc3c2C)n1
-3.7	-5.0	-0.2	0.3	2.6	6.2	5.3	-11.5	3.8	-1.2	Cc1cccc(C(C)C)c1-n1nnnc1-c1ccccc1
/	-5.6	0.6	0.0	-0.6	-2.0	1.5	-2.7	1.0	0.2	O=C1c2cccc3c2C2(O)c4c1cccc4C(=O)c1cccc(c12)C3=O
17.2	-3.1	-0.9	-0.7	-0.4	-0.7	-17.6	-7.2	0.2	-0.1	COc1cccc(OCc2cc(C(=O)N3CCC(C(O)C(C)C)CC3)no2)c1 (stereo unspecified)
-6.4	-4.3	-0.9	-38.7	1.2	1.0	-4.8	-1.5	-3.7	0.1	Cc1ccc2[nH]c(O)c(N=Nc3ccccc3C)c2c1
7.5	-46.3	0.5	-9.1	1.7	5.4	-38.3	-2.4	0.3	-0.1	CC(C)OCCCn1c(-c2ccco2)nc2nc3ccccc3nc21
2.6	-3.9	-0.1	-4.8	1.9	-2.3	-1.0	-6.7	-0.4	-0.5	COc1ccc(N2C(=O)CC(Nc3cccc(C(C)=O)c3)C2=O)cc1OC (stereo unspecified)
8.2	-25.7	12.9	-1.1	1.2	16.4	-28.9	-3.6	1.7	-0.9	CC(=O)c1c(N2CCN(c3cccc(Cl)c3)CC2)nc(=S)n(-c2ccccc2)c1C
1.7	-6.9	0.2	-2.2	0.2	-3.2	-3.3	-1.3	1.0	-1.3	COc1ccc(Cl)cc1NC(=O)C(C)N1CCN(C/C=C/c2ccccc2)CC1 (stereo unspecified)
-6.2	0.6	-0.6	1.7	-0.3	-4.1	9.8	-1.6	-0.1	0.5	Cn1nc(C(=O)NCc2ccccc2)cc1C(=O)NCc1ccccc1
-1.9	-6.4	-2.3	0.3	-0.1	5.7	5.7	-7.6	0.3	-0.4	CCCCN1CC(=O)N2[C@H]3c4cc(C)ccc4OC[C@@H]3[C@H](C(=O)OCC)[C@]2(C)C1=O
-2.0	7.0	-0.8	-1.5	0.1	-1.2	-1.6	-1.1	-1.5	-0.2	Cc1nc(-c2ccc(C(=O)Nc3cc(S(N)(=O)=O)ccc3C)cc2)cs1
-3.9	4.2	0.8	1.0	0.2	-0.9	8.7	-1.0	-2.9	-0.5	CC(=O)Nc1sc2c(c1C(c1ccccn1)N1CCN(C)CC1)CCCC2 (stereo unspecified)
-16.0	-0.2	-0.7	4.2	0.0	0.1	9.4	-3.0	-2.4	-0.1	Cc1ccc(S(=O)(=O)N2CCC[C@H]2C(=O)Nc2ccccc2C)cc1
2.9	-9.7	-0.2	-16.8	1.2	-9.3	-0.9	-10.2	1.8	0.1	COc1cc(Nc2nc3ccccc3nc2NS(=O)(=O)c2ccc([N+](=O)[O-])cc2)cc(OC)c1OC
0.6	-3.1	-0.6	2.1	-0.1	4.8	-8.8	-2.1	-1.1	-0.1	C#CCOCCOCCOCCNc1nc(N2CCN(C(=O)Cn3cc(CCCN=C(N)N)nn3)CC2)nc(N2CCN(C(=O)[C@H]([C@@H](C)CC)n3cc(CCC(=O)O)nn3)CC2)n1
-4.3	-3.2	-0.3	-4.4	-0.6	8.2	-2.7	-10.7	-1.4	-0.8	O=c1c2cccnc2[nH]c(=S)n1CCC1=CCCCC1
-7.2	-8.5	-1.6	-2.2	0.2	-2.1	4.1	-6.3	-2.4	-0.7	O=C(c1ccc(Cl)c(S(=O)(=O)N2CCCCCC2)c1)N1CCCC1
4.0	-2.9	-0.3	-0.1	-1.1	-0.5	17.4	-3.8	-0.5	-0.2	COc1ccc(N2C(=O)NC(=O)C2=O)cc1
-0.1	4.5	-9.3	-14.6	1.3	0.1	13.3	-10.7	-0.2	-0.4	COc1ccc(C(=O)NC(C)c2ccc(-n3ccnc3)cc2)cc1S(=O)(=O)N1CCOCC1 (stereo unspecified)
/	1.2	-1.4	-40.2	1.9	-2.4	5.3	9.8*	-1.8	-0.1	O=C(Nc1cccc([N+](=O)[O-])c1)c1ccc([N+](=O)[O-])o1
-6.5	-3.4	0.1	-25.6	0.5	3.6	14.2	-3.4	-1.7	-0.1	CC1(C)CC(=O)C=C(c2cccc(O)c2)C1=O
2.3	-5.9	-0.6	-25.3	-0.9	-0.5	-2.8	-8.7	-1.7	-0.3	C=CCN1C(=O)c2ccc(C(=O)NCCc3ccc(OC)c(OC)c3)cc2C1=O

As a short view, some entries already given.
Scp1 inh	eLon inh	LMPTP inh	SUMO1 PPI mod	MsrA inh	DNMT1 block	CendR NRP1 mod	MsrA act	STEP inh	Tb MetRS inh	compound
/	4.8	17.2	4.7	-0.2	-8.0	-1.3	-0.3	5.3	-0.1	Cc1nc2c(OCc3cc(Cl)cc(Cl)c3)cccn2c1N(C)C(=O)CCC1CCCC1
/	-8.5	-0.9	-2.5	-0.2	-4.8	-0.9	-3.8	1.1	-0.3	O=C(NC(c1ccc(-c2ccccc2)cc1)c1cnccn1)C1CCN(Cc2cccs2)CC1 (stereo unspecified)
/	-3.4	-0.1	-3.2	-1.0	-9.1	29.9*	-6.0	0.1	0.0	COc1ccc(CNc2nn3c(-c4cccc(C(=O)N(C)C)c4)cnc3s2)cc1
-3.8	-5.7	0.5	3.0	-0.2	8.3	9.8	-1.9	-3.5	-0.8	C=C(C)c1ccc(C(C)(C)NC(=O)N(Cc2ccccc2)Cc2ccco2)cc1
-8.3	-8.9	-0.9	4.0	-1.2	0.5	3.7	-0.2	-2.0	0.3	CN(C)c1oc(-c2ccc(Cl)cc2)nc1S(=O)(=O)c1ccccc1

Screening results deposited in PubChem BioAssay by several laboratories.
